KCNQ2 inh: KCNQ2 channel blockers in CHO-K1 cells – cell-based, FluxOR thallium flux, B-score, primary screen (AID 2156) | hit rate 1.1% among 310,000 | 20 min; active compounds read low | B-score at 10 µM | O88943;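 active means fluorescence ratio B-score at most minus 3 library SDs, with starting brightness B-score within 2 library SDs, cut at about -5.5 in these data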
Target sequence (O88943 whole entry, looked up): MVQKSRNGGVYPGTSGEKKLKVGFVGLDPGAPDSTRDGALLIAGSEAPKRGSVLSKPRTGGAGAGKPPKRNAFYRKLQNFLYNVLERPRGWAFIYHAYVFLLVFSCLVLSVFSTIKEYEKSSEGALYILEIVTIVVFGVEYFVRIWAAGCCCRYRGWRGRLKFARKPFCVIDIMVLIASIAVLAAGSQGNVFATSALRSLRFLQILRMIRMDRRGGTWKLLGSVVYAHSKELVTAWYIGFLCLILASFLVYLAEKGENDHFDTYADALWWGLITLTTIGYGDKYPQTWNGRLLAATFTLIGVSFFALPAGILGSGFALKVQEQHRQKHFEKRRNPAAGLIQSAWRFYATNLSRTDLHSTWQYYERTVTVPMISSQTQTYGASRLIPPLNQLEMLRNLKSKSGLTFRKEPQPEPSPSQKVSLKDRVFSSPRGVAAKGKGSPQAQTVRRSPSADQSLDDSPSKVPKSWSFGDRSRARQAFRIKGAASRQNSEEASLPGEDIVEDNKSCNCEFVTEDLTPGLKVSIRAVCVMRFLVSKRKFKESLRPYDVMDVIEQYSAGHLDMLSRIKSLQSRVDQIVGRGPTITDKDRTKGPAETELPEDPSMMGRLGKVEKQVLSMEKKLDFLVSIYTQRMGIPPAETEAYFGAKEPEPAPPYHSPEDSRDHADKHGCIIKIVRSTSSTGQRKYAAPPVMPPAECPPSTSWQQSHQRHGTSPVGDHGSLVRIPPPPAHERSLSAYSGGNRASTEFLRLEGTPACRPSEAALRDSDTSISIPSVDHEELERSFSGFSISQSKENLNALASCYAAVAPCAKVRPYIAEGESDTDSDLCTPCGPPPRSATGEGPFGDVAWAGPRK
CHT block: human CHT choline transport inhibition; CHT-expressing cells, membrane potential dye, choline response; active compounds read low; hit rate 0.86% among 310,000; B-score at 10 µM;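 active means B-score over 3 SD under the library average, and starting fluorescence ratio not unusually high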;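 further: choline stimulus applied at its EC90 after an EC20 pre-addition; B-score computed on integrated fluorescence ratio after choline addition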
* = called active by the depositor; i = inactive; x = no result given. Not a hit list; 1.9% or so of the library scored in one or more.

SMILES	KCNQ2 inh	CHT block
O=C(O)/C=C\C(=O)Nc1ccccc1C#Cc1ccccc1	i	i
O=S(=O)(Nc1cccnc1Cl)c1ccc2c(c1)OCCO2	i	i
COc1ccc(-n2nnnc2SCC(=O)Nc2cccc(O)c2)cc1	i	i
COc1ccc(Br)cc1CN1CCN(S(=O)(=O)Cc2ccccc2)CC1	i	i
C#CCn1cc(/C=N/Nc2nc3ccccc3[nH]2)c2ccccc21	i	i
O=C(Nc1nc(-c2ccc3c(c2)OCO3)cs1)c1ccncc1	i	i
CCOCCCNC(=S)N1C2CCC1CC(NC(=O)NC13CC4CC(CC(C4)C1)C3)C2 (stereo unspecified)	i	i
Cc1csc2nc(O)c(C(=O)NCCCc3ccccc3)c(=O)n12	i	i
CCCCCCCNC(=O)C1(CC2CC(c3cccc(Br)c3)=NO2)CCN(C(=O)Cc2ccc(F)cc2)CC1 (stereo unspecified)	x	i
CCOC(=O)Cc1cc(-c2ccccc2)nc2ccc3ccccc3c12	i	i
COc1ccc(NC(=O)CSc2ccccn2)cc1	i	i
O=C1c2ccccc2C(=O)N1n1cccc1	i	i
O=C(NNC(=O)c1cc(-c2ccc(Cl)c(Cl)c2)nc2ccccc12)Nc1ccccc1	i	i
COc1ccc(N/C=C(\C#N)S(=O)(=O)c2ccc(Cl)cc2)c(OC)c1	i	i
COc1cc(OC)cc(C(=O)NC(=S)N2CCCCCC2)c1	i	i
CCN(CC)C(=O)Cc1cc(C(=O)O)c2ccccc2n1	i	i
Cc1ccccc1-n1nc(C(=O)O)cc1-c1ccccc1	i	i
COCCNC(=O)[C@@H]1CSC2c3ccccc3C(=O)N21 (stereo partly specified)	i	i
COc1cc(NC(=O)c2cccc(Cl)c2)c(OC)cc1NC(=O)CN1CCCCC1	i	i
COc1ccc(NC(C)=O)cc1S(=O)(=O)Nc1ccc(OCc2ccccc2)cc1	i	i
Cc1ccc(N(CC(=O)Nc2cccc(C)c2)S(=O)(=O)c2cccc3nonc23)cc1	i	i
CCC1(C)Cc2c(sc3c2c(=O)n(C)c2nnc(SCc4ccc5c(c4)OCO5)n32)CO1 (stereo unspecified)	i	i
CC(=O)Nc1ccc(NS(=O)(=O)c2ccccc2)cc1	i	i
Cc1cc(=O)oc2cc(OCC(=O)N3c4ccccc4CC3C)ccc12 (stereo unspecified)	i	i
O=C(Nc1cccc(Cl)c1)OCc1cnc(Cl)s1	i	i
CC(=O)N1CCc2cc(S(=O)(=O)NC(CC(C)C)C(=O)N3CCc4ccccc4C3)ccc21 (stereo unspecified)	i	i
Cc1ccc(N(C(=O)Cn2nnc3ccccc32)C(C(=O)NCc2ccco2)c2cccnc2)cc1 (stereo unspecified)	i	i
O=c1c2cc([N+](=O)[O-])ccc2nc2n1CCC2	i	i
Clc1ccc(SCCCCN2CCNCC2)cc1	i	i
CCCCn1c(=N)n(CC(O)c2ccccc2)c2ccccc21 (stereo unspecified)	i	i
CCOC(=O)/C=C/C(=O)OCC(=O)Nc1ccc(C)cc1	i	i
O=[N+]([O-])c1ccc(C2=Nn3cnnc3SC2)cc1	i	i
O=[N+]([O-])c1cccc(CN2CCN(c3ncccn3)CC2)c1	i	i
CC(=O)c1nnn(-c2cccc([N+](=O)[O-])c2)c1C	i	i
O=C(COc1ccccc1F)N1c2ccccc2CCc2ccccc21	i	i
O=C(NC1CCCCC1)c1cc(-c2ccc(Cl)cc2)on1	i	i
CC(=O)N1CCc2c(sc(NC(=O)c3cccc(N4C(=O)CCC4=O)c3)c2C(N)=O)C1	i	i
COc1ccccc1NCc1nnc(SCC(=O)N/N=C/c2ccco2)n1-c1ccc(Cl)cc1Cl	i	i
Cc1ccc2c(c1)N(C)/C(=C/c1cccc[n+]1CCO)S2	i	i
O=C1CCc2ccc(NC(=O)C3CC3)cc2N1	i	i

The list goes on (three carried over from the part before).
SMILES	KCNQ2 inh	CHT block
COc1ccccc1NCc1nnc(SCC(=O)N/N=C/c2ccco2)n1-c1ccc(Cl)cc1Cl	i	i
Cc1ccc2c(c1)N(C)/C(=C/c1cccc[n+]1CCO)S2	i	i
O=C1CCc2ccc(NC(=O)C3CC3)cc2N1	i	i
CNC(=O)c1ccsc1NC(=O)c1ccc2c(c1)CCCC2	i	i
Cc1csc(NC(=O)Cc2ccc(F)cc2)n1	i	i
CCc1ccc(CN(C)C(=O)c2ccc3c(=O)n4c(nc3c2)CCC4)cc1	i	i
Cc1ccc2nc(SC(C)C(=O)N3CC(C)OC(C)C3)[nH]c2c1 (stereo unspecified)	i	i
COc1ccc(NC(=O)CSc2nc3[nH]ncc3c(=O)n2-c2ccccc2OC)cc1OC	i	i
O=C(O)CSc1ncnc2c1oc1ccccc12	i	i
NC(=O)COC(=O)CCSc1ccc(Cl)cc1	i	i
O=C(CN1CCc2ccccc2C1)Nc1ccccc1C(F)(F)F	i	i
Cc1cc2c(NC(=O)CC(C)(C)CC(=O)O)cccc2nn1	i	i
O=C1CCN=C(Nc2ccc(F)cc2)N1Cc1ccccc1	i	i
Cc1ccc(C)c(N2CCN(C(=O)CCS(=O)(=O)c3ccc4c(c3)NC(=O)CO4)CC2)c1	i	i
Cc1cc(=O)oc2c(C(=O)/C=C/c3ccccc3)c(O)ccc12	i	i
CCOc1ccccc1NC(=O)CCN1CCN(S(=O)(=O)c2ccc(OC)cc2)CC1	i	i
Cc1ccccc1Nc1nc(N)nc(COC(=O)CCS(=O)(=O)c2ccccc2)n1	i	i
Cc1ccc2c(c1)nnn2C1CCN(S(=O)(=O)c2ccc(C(=O)N3C(C)CCCC3C)cc2)CC1 (stereo unspecified)	i	i
C=CCn1c(=O)c(C(=O)NCCc2ccccc2)c(O)c2ccccc21	-6.9*	i
COC(=O)c1ccc(C(=O)OCCCc2nc3ccc(N)cc3[nH]2)cc1	i	i
CCC(=O)Nc1cccc(NC(=O)CSc2nc3c(c(=O)n(C)c(=O)n3C)n2C)c1	i	i
O=c1[nH][nH]cc1C=Nc1ccc(Cl)cc1Cl	i	i
CC(=O)Nc1ccc(NC(=O)c2ccc(C3SCC(=O)N3CCc3ccccc3)cc2)cc1 (stereo unspecified)	i	i

Shown in markdown: part of the list above
| SMILES | KCNQ2 inh | CHT block |
| --- | --- | --- |
| Cc1ccc(C)c(N2CCN(C(=O)CCS(=O)(=O)c3ccc4c(c3)NC(=O)CO4)CC2)c1 | i | i |
| Cc1cc(=O)oc2c(C(=O)/C=C/c3ccccc3)c(O)ccc12 | i | i |
| CCOc1ccccc1NC(=O)CCN1CCN(S(=O)(=O)c2ccc(OC)cc2)CC1 | i | i |
| Cc1ccccc1Nc1nc(N)nc(COC(=O)CCS(=O)(=O)c2ccccc2)n1 | i | i |
| Cc1ccc2c(c1)nnn2C1CCN(S(=O)(=O)c2ccc(C(=O)N3C(C)CCCC3C)cc2)CC1 (stereo unspecified) | i | i |

Going on with the list:
SMILES	KCNQ2 inh	CHT block
CCC(CC)C(=O)Nc1nnc(SCC(=O)N2CCN(c3ccccc3OC)CC2)s1	i	i
O=C(COC(=O)CNC(=O)c1ccccc1)Nc1ccc(S(=O)(=O)N2CCOCC2)cc1	i	i
COCCOC(=O)C1=C(C)OC(N)=C(C#N)C1c1ccco1 (stereo unspecified)	i	i
O=C(CN(C(=O)CCC(=O)Nc1nccs1)c1ccc(F)cc1)NCCc1ccccc1	i	i
COc1ccc(OCC(=O)N/N=C/c2ccc(OC)c(OC)c2C(=O)O)cc1	i	i
CCc1ccccc1NC(=O)COC(=O)C1CC(=O)N(c2ccc(F)cc2)C1 (stereo unspecified)	i	i
CCOc1ncccc1C(=O)N(C)CC(=O)Nc1ccc(C)cc1	i	i
COC(=O)c1ccc(NC(=O)Nc2ccc(F)cc2F)cc1	i	i
Cc1cc(NC(=O)Cn2c(=O)c3c(ncn3CCC(C)C)n(Cc3ccccc3)c2=O)no1	i	i
COc1cc(/C=C2\SC(=S)N(CC(=O)O)C2=O)ccc1OC(=O)c1ccco1	i	i
Cc1c(O)ccc(C(=O)COc2ccc(F)cc2)c1O	i	i
Cc1cc(C)cc(OCC(=O)O/N=C(\N)c2ccccc2Cl)c1	i	i
CCC(=O)N1C(=O)CCN(C(C)=O)c2ccccc21	i	i
CS(=O)(=O)Nc1ccc(C(=O)NCCSCc2ccccc2)cc1	i	i
CCOC(=O)CSc1nc(-c2ccc(OC)cc2)ns1	i	i
COc1ccc(-c2nnc(SCC(=O)N3CCCCC3)o2)cc1OC	i	i
Cc1onc(-c2ccccc2Cl)c1C(=O)NCCn1c(C)cc2ccccc21	-12*	i
O=c1c2c3nc4ccccc4nc3n(/N=C/c3ccncc3)c2ncn1-c1ccccc1	i	i
Cc1ccc(S(=O)(=O)/N=c2\scc(C)n2C)cc1	i	i
O=C(Nc1nccs1)c1ccc(N2C(=O)C3CCCCC3C2=O)cc1 (stereo unspecified)	i	i
CCCCn1cc(C(C)(C)C)c(C#N)c1NC(C)=O	i	i
COC(=O)c1nnn(-c2nonc2N)c1-c1cccs1	i	i
O=C(NNC(=O)c1cc2cc(OC(F)(F)F)ccc2[nH]1)c1cccc(C(F)(F)F)c1	i	i
C(=N\N(Cc1ccccc1)c1ccccc1)/c1ccco1	i	i
CCN(CC)CCN=CC1=C(O)CNC1=O	i	i
COc1ccc(-c2cc(C(=O)N3CCN(c4ccc(F)cc4)CC3)no2)cc1	i	i
COc1ccccc1N(CC(=O)NCc1ccc(F)cc1)C(=O)CCC(=O)Nc1ccccn1	i	i
C=CCN(CC=C)S(=O)(=O)c1ccc(NC(=S)NC(=O)/C=C/c2cccc3ccccc23)cc1	i	i
CC1CN(C(=O)CN2C(=O)NC3(CCCC3)C2=O)C(=Nc2cccc(S(=O)(=O)N(C)C)c2)S1 (stereo unspecified)	i	i
COc1ccccc1N1CCN(C(=O)COc2ccc(S(=O)(=O)NC(C)(C)C)cc2)CC1	i	i
COCc1cc(C)nc(OCC(=O)N/N=C/c2ccc(O)cc2)c1C#N	i	i
O=C(Nc1ccccn1)C(=O)Nc1ccccn1	i	i
O=C(CCCc1c[nH]c2ccccc12)NCC1COc2ccccc2O1 (stereo unspecified)	i	i
Cc1ccc2c(c1)C(N1CCCC1=O)CC(c1ccco1)N2 (stereo unspecified)	i	i
O=C(CN1CCN(c2ncccn2)CC1)N1CCCC1	i	i
Nc1nc(SCC(=O)c2cc(F)ccc2F)n[nH]1	i	i
COc1ccc(N2CCN(C(=O)CCS(=O)(=O)c3ccc4c(c3)NC(=O)C(C)S4)CC2)cc1 (stereo unspecified)	i	i
O=c1oc2ccccc2c2c1C(O)CO2 (stereo unspecified)	i	i
CCOC(=O)c1c(C)[nH]c(C)c1C(=O)COC(=O)c1ccc(O)cc1	i	i
O=S(=O)(c1ccc2nc(N3CCN(c4ccccc4)CC3)ccc2c1)N1CCCCC1	i	i
O=C(NC(=S)Nn1cnc2c(cnn2-c2ccccc2)c1=O)c1ccccc1	i	i
O=C(COC(=O)Cc1ccc(Cl)cc1Cl)Nc1ccc(OC(F)F)cc1	i	i
O=C(O)CCn1c(C(=O)O)cc2sccc21	i	i
COc1cc2nc(CN(C)Cc3ccc(OC)c(OC)c3OC)[nH]c(=O)c2cc1OC	i	i
O=C(CSc1ccccn1)Nc1ccc2c(c1)OCCO2	i	i
O=C(O)COc1ccccc1Cc1ccccc1	i	i
Cc1ccc(-c2cc(C(=O)OCn3nnc4ccccc4c3=O)c3ccccc3n2)cc1	i	i
NC1=C(Br)C(=O)c2ccccc2C1=O	i	i
O=C(COc1ccc(Br)cc1)OCc1nnc(-c2ccccc2)o1	i	i
CC(C)CN1CCNC(=O)C1CC(=O)N(C)CC1CCOCC1 (stereo unspecified)	i	i

The final six compounds of the part above are carried over, then new ones follow.
SMILES	KCNQ2 inh	CHT block
O=C(CSc1ccccn1)Nc1ccc2c(c1)OCCO2	i	i
O=C(O)COc1ccccc1Cc1ccccc1	i	i
Cc1ccc(-c2cc(C(=O)OCn3nnc4ccccc4c3=O)c3ccccc3n2)cc1	i	i
NC1=C(Br)C(=O)c2ccccc2C1=O	i	i
O=C(COc1ccc(Br)cc1)OCc1nnc(-c2ccccc2)o1	i	i
CC(C)CN1CCNC(=O)C1CC(=O)N(C)CC1CCOCC1 (stereo unspecified)	i	i
NC(=O)OCC(O)COc1ccc(Cl)cc1 (stereo unspecified)	x	i
Cc1cc(C(=O)NCc2cccs2)ccc1[N+](=O)[O-]	i	i
COc1cccc(-c2cc(C(=O)N3C(C)CCCC3C)no2)c1 (stereo unspecified)	i	i
COc1ccccc1C(=O)Nc1ccc(N2CCN(Cc3ccccc3)CC2)cc1	i	i
Cc1onc(-c2c(Cl)cccc2Cl)c1C(=O)c1c[nH]c(C(=O)NC2CC2)c1	i	i
CC(C)C(NC(=O)c1ccccc1F)C(=O)Nc1ccc2c(c1)OCO2 (stereo unspecified)	i	i
COc1ccc2cc(S(=O)(=O)N3CCCCCC3)ccc2c1	i	i
Cc1cccc(OCC(=O)Nc2nc3ccc([N+](=O)[O-])cc3s2)c1C	i	i
Cc1ccc(-c2ccc(/C=N/N=C3/NC(=O)C(CC(=O)O)S3)o2)c([N+](=O)[O-])c1 (stereo unspecified)	i	i
Cc1cc(=O)[nH]c(N/N=C/c2ccc(OC(=O)c3ccco3)cc2)n1	i	i
O=C1NN(c2ccccc2)C(=O)/C1=C/c1ccc(Sc2cccc3ccccc23)o1	i	i
CCOc1ccc(NC(=O)CN2C(=O)S/C(=C/c3cccn3C)C2=O)cc1	i	i
COc1ccc(NC(=S)N2CCN(Cc3ccco3)CC2)c(OC)c1	i	i
NC(=O)c1ccc(NC(=O)COC(=O)c2ccc3c(c2)OCCO3)cc1	i	i
O=C(CSc1nc2ccccc2c(=O)n1-c1ccccc1)NCc1ccco1	i	i
CCN(CC(O)Cn1c2ccccc2c2ccccc21)S(=O)(=O)c1ccc(F)cc1 (stereo unspecified)	i	i
COc1ccc(S(=O)(=O)N2CCCCCC2)cc1C(=O)N(C)CC(=O)Nc1ccc(Cl)c(Cl)c1	i	i
COc1ccc(C(=O)O/N=C(\N)Cc2ccc(Cl)c(Cl)c2)cc1OC	i	i
COc1ccc(C/C(N)=N/OC(=O)COc2ccccc2C)cc1	i	i
